MsrA act = activators of bovine methionine sulfoxide reductase A | purified bovine MsrA, absorbance read-out | activation, % at 10.6 µM | 0.3% of 360,000 active | AID 602163; in the data active = activation above about 7.5%;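 note: 0% = vehicle and 100% = reference activator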
eLon inh = inhibits E. coli Lon protease; purified E. coli Lon protease, fluorescence polarization; 0.42% of 360,000 active; inhibition, % at 7.94 µM; AID 602123; in the data active = inhibition above about 13%, passing the limit was not always enough;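 note: 0% = enzyme with probe and DMSO and 100% = no enzyme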
Target sequence (P0A9M0 whole entry, looked up): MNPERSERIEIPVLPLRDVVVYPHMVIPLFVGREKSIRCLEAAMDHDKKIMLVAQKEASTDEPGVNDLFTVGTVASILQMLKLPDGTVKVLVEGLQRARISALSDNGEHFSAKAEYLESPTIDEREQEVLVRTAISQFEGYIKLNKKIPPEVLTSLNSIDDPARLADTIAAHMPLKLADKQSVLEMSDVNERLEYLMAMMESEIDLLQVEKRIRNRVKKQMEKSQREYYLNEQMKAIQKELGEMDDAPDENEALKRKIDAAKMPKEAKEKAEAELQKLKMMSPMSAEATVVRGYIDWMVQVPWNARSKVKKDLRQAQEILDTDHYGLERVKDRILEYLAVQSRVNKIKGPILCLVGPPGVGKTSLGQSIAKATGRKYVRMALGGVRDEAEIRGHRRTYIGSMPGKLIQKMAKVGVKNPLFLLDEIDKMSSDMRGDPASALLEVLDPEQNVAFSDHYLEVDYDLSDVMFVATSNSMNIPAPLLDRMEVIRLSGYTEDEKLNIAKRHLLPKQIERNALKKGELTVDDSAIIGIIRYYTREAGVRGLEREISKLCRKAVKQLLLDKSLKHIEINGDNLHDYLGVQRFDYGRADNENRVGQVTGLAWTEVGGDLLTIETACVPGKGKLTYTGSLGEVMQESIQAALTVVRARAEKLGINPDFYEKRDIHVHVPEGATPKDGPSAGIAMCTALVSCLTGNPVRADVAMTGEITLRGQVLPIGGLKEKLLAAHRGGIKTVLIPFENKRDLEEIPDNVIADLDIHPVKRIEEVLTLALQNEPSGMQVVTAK
MsrA inhibitor = inhibits bovine methionine sulfoxide reductase A; inhibition, % at 15.5 µM; purified bovine MsrA, absorbance read-out; 0.75% of 360,000 active; in the data active = inhibition above about 4.5%;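 note: 0% = vehicle wells with enzyme and 100% = reference inhibitor wells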
NRP1-CendR mod = NRP-1/CendR interaction modulation. FAM-RPARPAR peptide binding to NRP-1, fluorescence polarization. inhibition, % at 25 µM. 0.85% of 360,000 active. AID 602438;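 active = inhibition or corrected inhibition above about 18%, plus a signal ratio from 0.5 to 1.5, limit read from the data, passing the limit was not always enough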; note: strong numbers were not always called active
SKN-1 inh = C. elegans SKN-1 inhibition | C. elegans VP596 Pgst-4::GFP/RFP ratio, acrylamide-induced, 24 h | inhibition, % at 21.8 µM | 0.49% of 360,000 active;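 active = interference check ratio from 0.5 to 1.5 plus GFP to RFP signal ratio inhibition reaching or exceeding a fixed threshold, cut at about 30% in these data, passing the limit was not always enough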; note: some compounds called inactive have numbers as strong as hits
PABP1 MLLE inh = blocks PAM2 peptide binding to the PABP1 MLLE domain. P11940. 0.36% of 360,000 active. inhibition, % at 20 µM. GST-MLLE / FITC-PAM2 fluorescence polarization; in the data active = inhibition above about 35%, passing the limit was not always enough;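 note: plate controls were DMSO wells with GST-MLLE for no effect and wells lacking GST-MLLE protein for full effect; some results filed as inactive read as strong as hits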
FAS-TE inh = blocks the thioesterase domain of human fatty acid synthase. inhibition, % at 15 µM. AID 602261. recombinant FAS-TE, OMFH fluorogenic substrate, fluorescence endpoint. 0.67% of 360,000 active;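 active = compounds whose normalised, plate-corrected inhibition of enzyme fluorescence in the single-dose primary screen is 50% or more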;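 note: 0% = DMSO with enzyme and 100% = substrate without enzyme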
Tb MetRS inh = blocks T. brucei methionyl-tRNA synthetase activity | purified T. brucei MetRS, ATP depletion, Kinase-Glo luminescence | inhibition, % at 11.9 µM | 0.4% of 360,000 active | AID 624268;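 active = inhibition above a per-plate cutoff of the control wells' mean inhibition plus 3 SD, cut at about 5.5% in these data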;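 note: 0% = DMSO wells median and 100% = median of wells with control inhibitor compound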
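assay system = parasite MetRS enzyme | timing = 15 min preincubation, 2 h reaction, all 25 °C | evaluation = percent inhibition relative to median high and low control wells | medium = HEPES buffer containing pyrophosphatase, BSA, spermine, DTT | compound = single dose, 11.9 µM final nominal, 0.9% final DMSO | detection = Kinase-Glo luminescence, ATP depletion format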
MT1-MMP act inh = blocks activation of human MT1-MMP | P50281 | HT1080 RFP-PRO-GFP cells, GFP/RFP ratio fluorescence, overnight; percent of plate control window, DMSO zero | GFP/RFP ratio change, % at 20 µM | 0.061% of 360,000 active | AID 651647;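 active = GFP/RFP ratio change of at least 30% with cell ATP level not reduced by more than half and red fluorescence within 50% of control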; note: strong numbers were not always called active
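Material: RFP-PRO-GFP reporter HT1080 cells. Dosing: single-point 20 µM compound, 1% DMSO. Controls: DMSO and RFP-L50D-GFP cell wells. Timing: cells overnight before dosing, compound overnight, 37 °C, 5% CO2. Measure: GFP/RFP fluorescence ratio.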
* marks the source's active call; other numbers are inactive results; . = no result given.

Each structure is followed by: MsrA act	eLon inh	MsrA inhibitor	NRP1-CendR mod	SKN-1 inh	PABP1 MLLE inh	FAS-TE inh	Tb MetRS inh	MT1-MMP act inh
> CCOC(=O)C1CCCN(C(=O)c2cc(Cl)ccc2Cl)C1 (stereo unspecified)
→ 0	-1	-0.7	-8	-5	-2	-3	-1.3	.
> C=CCN1C(=O)c2ccc(C(=O)N3CCC(C(N)=O)CC3)cc2C1=O
→ -11	-10	-1.3	-5	-4	4	-6	-0.6	-2
> CC(=O)Cc1nsc(NC(=O)c2ccc(Cl)cc2Cl)n1
→ -6	6	-0.1	-5	-12	14	-1	-0.6	2
> Cc1ccc(NC(=O)CSc2nnc(Cc3ccccc3)o2)cc1
→ -9	-1	1.6	-1	8	14	-5	-0.1	2
> CCCc1nc2oc3c(NCCN(C)C)ncnc3c2c2c1CCCC2
→ -7	-12	0.0	11	-1	-2	-4	-1.1	3
> Nc1n[nH]c(=S)n1/N=C1/C(=O)Nc2ccccc21
→ 6	-46	3.1	14	1	45*	-6	0.0	2
> Cc1ccc2[nH]c3c(c2c1)CN(C(=O)CN1CC(C)OC(C)C1)CC3 (stereo unspecified)
→ -4	-53	-0.8	-58	20	-6	-19	0.1	-49
> O=C(NC(=S)Nc1ccc(O)cc1)C1CCCC1
→ -3	-10	0.1	-4	11	23	-3	-0.1	1
> COc1ccc(-n2cc(-c3ccccc3)c3c(NN4CCOCC4)ncnc32)cc1
→ -5	-2	0.1	4	4	-2	8	1.5	-3
> C=CCc1ccccc1OCCSc1nc2ccc([N+](=O)[O-])cc2s1
→ -5	-1	2.6	-10	12	-7	20	-0.6	-4
> CCn1ncc(C2=NOC(C(=O)NCCc3ccccc3)C2)c1C (stereo unspecified)
→ -2	-7	-0.4	8	15	-5	-10	-0.6	14
> CCn1ccnc1CN(C)C(=O)C1CCC(=O)N(Cc2cccc(F)c2)C1 (stereo unspecified)
→ -13	5	0.2	-6	-2	-1	-7	-1.0	2
> Cc1ccc(-c2csc(NC(=O)c3cccc(N4C(=O)CCC4=O)c3)n2)o1
→ -10	1	.	-13	2	-4	1	-1.1	-1
> O=C(NCC(c1ccco1)N1CCN(c2ccccc2F)CC1)C(=O)NC1CCCC1 (stereo unspecified)
→ -1	-3	-0.5	0	-8	17	9	-0.2	-2
> CCOC(=O)C1(CCCc2ccccc2)CCN(Cc2ccn[nH]2)CC1
→ -2	-4	1.7	9	-6	0	-7	0.0	0
> COc1ccc(N(CC(=O)NCCc2ccc(C)cc2)S(=O)(=O)c2c(C)noc2C)cc1
→ 0	-3	-0.8	-4	13	-13	13	-0.1	-1
> COc1ccc(CCNC(=O)CSc2nnc3ccc(-c4ccncc4)nn23)cc1
→ -3	4	0.5	0	-11	-4	-1	1.4	5
> Cc1cc(N2CCOCC2)nc2ccc(NC(=S)N3CCN(c4ccccc4)CC3)cc12
→ -13	-6	0.5	-9	2	-91	-6	-1.4	.
> Cc1cc(Cl)ccc1C(=O)C1CCCN(C(=O)c2ccsc2)C1 (stereo unspecified)
→ 0	7	-0.4	10	5	0	-1	-0.3	-3
> COc1cc2nc(CC(C)C)n(NC(=O)c3ccccc3)c(=O)c2cc1OC
→ -3	-4	-1.0	7	2	0	2	-0.8	-4
> Cc1ccc(Cn2cnc3ccccc32)cc1C
→ -4	4	0.5	-6	-4	3	-4	0.1	-2
> Cn1c(=O)c([N+](=O)[O-])c(N2CCN(Cc3ccc4c(c3)OCO4)CC2)c2ccccc21
→ -6	4	0.8	9	9	8	86*	0.7	3
> Cc1cc(C)n2c(Nc3ccc4c(c3)OCCO4)c(-c3ccc(C)o3)nc2n1
→ -4	-4	1.1	-6	3	2	-4	0.1	1
> O=C(NC(=S)Nc1nc(-c2ccccc2)cs1)c1ccco1
→ -3	-2	-0.8	-9	9	15	5	0.0	4
> CCOC(=O)c1sc(Nc2nc3c(OC)cccc3s2)nc1C
→ -1	-4	2.4	3	0	-4	5	-0.8	2
> COc1ccc(/C=C(\C#N)C(=O)Nc2cc(S(=O)(=O)N3CCOCC3)ccc2N2CCCC2)cc1
→ -2	-5	1.4	9	11	19	34	0.2	-3
> O=C1CCC(=O)N1N1C(=O)C2C3c4ccccc4C(c4ccccc43)C2C1=O (stereo unspecified)
→ -7	-9	0.0	15	-2	-7	-6	-0.7	-3
> CCC(=O)Nc1c(C)nn(C(=O)CC)c1C
→ -8	-5	0.6	-8	-2	1	-7	0.7	0
> CCOc1ccc(C(=O)NCc2ccccc2)cc1Br
→ -2	-3	0.1	-2	13	-3	7	-0.1	6
> CSCCC(NC(=O)c1cc([N+](=O)[O-])ccc1Cl)C(=O)O (stereo unspecified)
→ -6	-4	1.1	8	5	1	-6	-1.4	-5
> Cc1oc2cc(O)ccc2c(=O)c1Oc1ccc2ccccc2c1
→ -2	-5	0.1	-3	24	8	-3	0.4	-1
> O=C(NCCCn1ccnc1)C(=O)NCC1OCCCN1S(=O)(=O)c1ccc(F)cc1 (stereo unspecified)
→ -3	1	2.3	-7	-9	1	16	-0.1	-3
> Cc1c(N(C)C(=O)c2ccccc2F)c(=O)n(-c2ccccc2)n1C
→ 1	-4	-0.1	22	-1	21	-5	0.0	-1
> COc1ccc(C(=O)Nc2ccc(S(=O)(=O)Nc3cc(C)nc(C)n3)cc2)c(OC)c1
→ 1	12	0.6	-3	-1	4	0	-0.4	-4
> O=C(NNC(=O)C1CC(c2cccs2)=NO1)Nc1ccccc1 (stereo unspecified)
→ -5	10	1.6	8	2	6	-4	-0.3	0
> CCn1c(SCC(=O)NC2=NCCS2)nnc1C(C)NC(=O)c1ccc(Cl)cc1 (stereo unspecified)
→ -2	6	-0.6	7	-23	-6	-3	0.8	3
> COc1ccc(C2=NS(=O)(=O)N(C)C(C(=O)NC3CCCC3)=C2)cc1OC
→ -1	8	2.4	9	5	0	1	-0.4	-1
> CCOCC(O)CNC(=O)c1ccc(OC2CCN(C(=O)c3cccnc3)CC2)cc1 (stereo unspecified)
→ -1	1	-1.0	-3	2	-10	-2	-0.4	-4
> C[C@H](CO)N1C[C@H](C)[C@H](CN(C)S(=O)(=O)c2ccc(F)cc2)Oc2ncc(Br)cc2C1=O
→ 1	-12	-2.2	-3	7	15	-4	-0.1	1
> Cn1ccnc1CC(C)(O)c1ccccc1 (stereo unspecified)
→ -1	-7	0.7	-4	7	12	-9	-0.2	6
> Cc1ccc(CNc2nc3ccccc3s2)s1
→ 4	1	-1.6	1	-8	6	1	-0.5	10
> CCN(C(=O)COC(=O)CCC(=O)c1cccs1)C1CCCCC1
→ -7	1	0.2	2	10	-12	-6	-0.6	5
> COc1ccc(Cl)cc1-c1nc(SCC(=O)NC(C)C(C)C)n[nH]1 (stereo unspecified)
→ 2	4	-2.0	0	3	-8	-3	-0.2	0
> O=C(O)c1cc2ccc(O)cc2oc1=O
→ -3	-1	2.7	-4	-9	-4	-9	-1.1	6
> CN(C)c1ccc(-c2nnc(-c3cccnc3)o2)cc1
→ -4	-5	4.2	9	13	6	-3	-0.5	1
> CC1(C)Cc2ccccc2-c2[nH]c(=S)[nH]c(=O)c21
→ -2	-4	2.9	1	-3	10	-4	-1.2	-2
> CN1CCC(N(C)CC(=O)Nc2ccc3c(c2)OC(F)(F)O3)CC1
→ -1	-3	0.2	-5	1	2	-6	-0.1	3
> CCN1CCN(c2ncc3c(n2)CC(c2cc(OC)c(OC)c(OC)c2)CC3=O)CC1 (stereo unspecified)
→ -3	-6	1.2	4	14	0	5	-0.1	-17
> CN(c1ccccc1)S(=O)(=O)c1cccc(C(=O)NC2CCCCC2)c1
→ 1	-3	0.6	-6	-9	85*	13	-0.2	3
> CNC(=O)c1oc(-c2ccc(Cl)cc2)nc1C
→ -1	5	0.1	0	-1	-4	-7	-0.6	-5
> O=C1CC(c2ccccc2)CC(O)=C1C=NCCN1CCN(Cc2ccccc2)CC1 (stereo unspecified)
→ -1	1	0.4	-3	-5	-2	-2	2.9	4
> Cc1cc2oc(=O)cc(CN(C)Cc3ccccc3)c2cc1Cl
→ 2	-7	0.2	5	15	0	22	-1.0	-2
> CN(C(=O)CSc1nc(-c2ccccc2)cs1)C1CCS(=O)(=O)C1 (stereo unspecified)
→ 1	4	0.4	13	-4	17	-4	-0.4	-2
> CC(C)CCNC(=O)CN(Cc1ccco1)C(=O)CCC(=O)Nc1nccs1
→ -1	-1	-0.3	0	20	-3	-1	0.3	-2
> CCN1CCN(c2nc(N)c([N+](=O)[O-])c(Nc3ccc(C)cc3)n2)CC1
→ -4	-3	2.6	5	4	-5	3	-0.3	1
> N#Cc1ccc(C(=O)Nc2cc(-c3ccccc3)nn2-c2ccccc2)cc1
→ -6	-14	-0.3	5	4	-11	10	0.4	2
> CCCCC(=O)Nc1ccccc1C(=O)OCC(=O)c1ccc2c(c1)OCCO2
→ -9	-15	1.0	3	5	-3	56*	-1.5	0
> CC(C)[C@H](NC(=O)c1ccco1)C(=O)OCC(=O)NC12CC3CC(CC(C3)C1)C2
→ -10	-3	0.1	5	-8	13	3	-0.8	-1
> Cc1n[nH]c(=S)n1/N=C/c1cccc(OCc2ccccc2)c1
→ 1	2	0.9	-2	6	-61	7	-0.1	0
> COc1ccc(-c2cc(C(=O)NC(C)C)no2)cc1
→ -14	10	-0.4	-17	-1	-2	-3	-1.6	.
> Cc1cc(C(=O)NC2CCCC2)on1
→ 0	-4	0.5	-6	6	9	-2	0.2	-1
> CCCCCCNc1c([N+](=O)[O-])cc(C)cc1[N+](=O)[O-]
→ -2	-4	-0.1	-8	13	-14	23	-1.5	2

Another view of two compounds above.
| structure | MsrA act | eLon inh | MsrA inhibitor | NRP1-CendR mod | SKN-1 inh | PABP1 MLLE inh | FAS-TE inh | Tb MetRS inh | MT1-MMP act inh |
| --- | --- | --- | --- | --- | --- | --- | --- | --- | --- |
| Cc1n[nH]c(=S)n1/N=C/c1cccc(OCc2ccccc2)c1 | 1 | 2 | 0.9 | -2 | 6 | -61 | 7 | -0.1 | 0 |
| Cc1cc2oc(=O)cc(CN(C)Cc3ccccc3)c2cc1Cl | 2 | -7 | 0.2 | 5 | 15 | 0 | 22 | -1.0 | -2 |
